Screening data deposited in PubChem by several laboratories.
AI-2 QS mod: Vibrio harveyi AI-2 quorum sensing modulators, primary screen, JMH597 strain, luminescence/OD600 ratio; hit rate 0.4% among 300,000; Vibrio harveyi JMH597 AI-2 luminescence/OD600 ratio, 9 h; hits give low values; strain lacks LuxN and CqsS sensors; 0 = neutral-control median; AID 2094, 2009; activity change, % at 7.5 µM; in the data active = activity change below about -75%, passing the limit was not always enough;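 also: luminescence divided by OD600 gain over 9 h not by final OD600 alone; inactives centre near 13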
GSK3A inh: blockers of GSK3A enzyme activity – biochemical, luminescence, cell-free homogeneous, HTS, primary screen; Glycogen synthase kinase-3 alpha (Homo sapiens), P49840; GSK-3 alpha kinase, ADP-Glo luminescence, 60 min; inhibition, % at 10 µM; hit rate 0.1% among 320,000; AID 2650, 2010;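 in the data active = inhibition above about 50%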;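 also: GST-tagged GSK-3 alpha with peptide substrate and 25 µM ATP; 0% = DMSO neutral wells and 100% = GW8510 positive control wells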
Target sequence (P49840 whole entry, looked up): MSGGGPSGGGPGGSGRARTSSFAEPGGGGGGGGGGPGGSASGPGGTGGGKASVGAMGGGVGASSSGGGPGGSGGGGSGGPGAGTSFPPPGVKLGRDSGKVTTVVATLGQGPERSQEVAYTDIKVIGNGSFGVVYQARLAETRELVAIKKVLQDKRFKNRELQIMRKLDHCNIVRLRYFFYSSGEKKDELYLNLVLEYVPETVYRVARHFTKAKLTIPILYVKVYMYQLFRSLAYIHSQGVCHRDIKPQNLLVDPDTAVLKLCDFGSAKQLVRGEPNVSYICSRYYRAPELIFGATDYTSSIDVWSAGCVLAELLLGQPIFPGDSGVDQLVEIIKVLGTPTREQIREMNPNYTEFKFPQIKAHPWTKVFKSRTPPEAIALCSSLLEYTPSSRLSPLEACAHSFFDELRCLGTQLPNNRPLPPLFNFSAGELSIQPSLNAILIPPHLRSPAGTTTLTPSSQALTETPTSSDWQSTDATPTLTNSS
HSF1 inh: HSF1 inhibitors in luciferase reporter cells, primary screen, cell-based, NIH3T3, luminescence | activity change, negative = inhibition, % at 7.5 µM (by protocol) | hit rate 0.77% among 300,000 | NIH3T3-HGL HSE-luciferase, MG132-induced, luminescence 8 h; hits give low values;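 active = more than half of replicate wells show activity change below -50%, luminescence cut by over half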;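 also: luciferase reports HSF-1 transcriptional activity via heat shock element; 0% = median of DMSO wells and -100% = zero luminescence signal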
HDAC3 inh: HDAC3 deacetylase inhibitors, primary screen, biochemical, fluorescence, cell-free homogeneous; recombinant HDAC3, fluorogenic peptide/trypsin coupled; inhibition, % at 8.3 µM; hit rate 0.15% among 320,000; AID 2718, 2010; in the data active = inhibition above about 26%, passing the limit was not always enough
HSF-1 act: HSF-1 activators, primary screen, NIH3T3-HGL cells, MG132 stress, luminescence, single point | activation, % at 9 µM | hit rate 1.7% among 300,000 | NIH3T3-HGL HSF-1 luciferase reporter, 8 h; 100% = twice DMSO control signal;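 active = mean replicate activation of at least 50% with a set share of replicates each reaching 50%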;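 also: 0% = median of the neutral control wells and 100% = twice that signal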
Platelet DG rel: inhibitors of platelet dense granule secretion, primary screen, cell-based, MLPCN, human platelets; human platelet-rich plasma, SFLLRN dense granule ATP release, luminescence; AID 1663, 2009; inhibition, %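 (compounds screened at 7.5 µM in platelet-rich plasma)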; hit rate 0.22% among 300,000;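 active = mean replicate score, as percent of positive control, at or above 50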
Dyrk1A ADPGlo: rat Dyrk1A kinase inhibitors, primary screen, biochemical, single point, plate reader. Dual specificity tyrosine-phosphorylation-regulated kinase 1A (Rattus norvegicus), Q63470. inhibition, % at 12.5 µM. ADP-Glo luminescence, NFATc1 peptide. hit rate 0.43% among 310,000. AID 504441, 2011; in the data active = inhibition above about 50%;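 also: plate controls were vehicle with enzyme for no effect and no enzyme for full effect; many of its hits are not listed in these tables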
GSK3B inh: human GSK3beta kinase inhibitors, primary screen, biochemical, cell-free homogeneous, HTS | hit rate 0.038% among 300,000 | GST-GSK3beta kinase, ADP-Glo luminescence, 60 min; hits give low values | AID 2097, 2009 | activity score (negative = inhibition), % at 10 µM | Glycogen synthase kinase-3 beta (Homo sapiens), P49841;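 active = more than half of replicate wells score below -50%, meaning over 50% inhibition versus plate controls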;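 also: 0% = median DMSO wells and -100% = median GW8510 positive control wells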
Target sequence (P49841 whole entry, looked up): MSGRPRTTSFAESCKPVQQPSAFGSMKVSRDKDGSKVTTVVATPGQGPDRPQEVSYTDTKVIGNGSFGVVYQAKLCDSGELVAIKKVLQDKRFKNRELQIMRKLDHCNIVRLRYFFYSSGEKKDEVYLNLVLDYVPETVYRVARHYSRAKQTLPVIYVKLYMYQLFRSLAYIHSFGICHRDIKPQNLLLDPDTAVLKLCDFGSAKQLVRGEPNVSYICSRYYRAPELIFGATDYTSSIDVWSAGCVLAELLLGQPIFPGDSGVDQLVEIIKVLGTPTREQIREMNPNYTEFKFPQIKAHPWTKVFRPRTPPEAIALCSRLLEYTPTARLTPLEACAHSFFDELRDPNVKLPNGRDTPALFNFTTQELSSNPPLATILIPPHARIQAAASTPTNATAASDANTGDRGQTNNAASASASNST
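test system = GST-tagged human GSK3beta kinase, cell-free | reagent = 25 µM ATP with peptide substrate | dosing = one dose of 10 µM per compound | schedule = 60 min reaction, RT | detection = luminescent ADP-Glo measurement of ADP formed | control set = DMSO neutral wells and GW8510 at 20 µM as positive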
HSP90 inh: HSP90 inhibitors, primary screen, cell lysate, luminescence | AID 1789, 2009 | Rabbit reticulocyte lysate, luciferase refolding luminescence, 3 h | hit rate 0.91% among 290,000 | inhibition, % at 5.6 µM;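 active = inhibition above the screen-wide mean plus 3 SD, computed separately per campaign, cut at about 16% in these data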;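 also: 0% = DMSO wells and 100% = 60 µM geldanamycin wells; inhibitors lower the luminescence because luciferase stays unfolded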
PolyA inh: polyadenylation inhibitors in yeast reporter cells, primary screen, luminescence, S. cerevisiae; calls only at 12 µM; S. cerevisiae SKY197-pL101 polyadenylation reporter, beta-gal luminescence; efflux-impaired pdr1/pdr3 knockout yeast; score 100 = 6 SD above DMSO; hit rate 0.02% among 300,000;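 active = lowest replicate activity score at least 50, where 100 means six control SD above control mean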;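 also: yeast exposed to compound for 9 h at 30 °C; higher score means more reporter readthrough which indicates perturbed polyadenylation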
The depositor's hits bear a star. A portion of the library; rates above refer to the full screens.

Screening CCOc1ccccc1-c1cc(C(=O)N2CCOCC2)c2ccccc2n1 returned AI-2 QS mod 11, GSK3A inh -1, HSF1 inh 5, HDAC3 inh -2, HSF-1 act 12, Platelet DG rel 6, Dyrk1A ADPGlo 5, GSK3B inh -4, HSP90 inh -2 and PolyA inh inactive.
CC(NC(=O)COc1ccc(/C=N/NC(=O)CO)cc1)c1ccccc1 (centres undefined) was read as AI-2 QS mod -5, GSK3A inh -1, HSF1 inh 0, HDAC3 inh 1, HSF-1 act 17, Platelet DG rel 4, Dyrk1A ADPGlo -2, GSK3B inh 1, HSP90 inh 3 and PolyA inh inactive.
For CC(=O)c1ccc(N/C=C\C(=O)c2ccc(C)cc2)cc1 the results were AI-2 QS mod 16, GSK3A inh -1, HSF1 inh 16, HDAC3 inh -1, HSF-1 act 35, Platelet DG rel 2, Dyrk1A ADPGlo -4, GSK3B inh 1, HSP90 inh 0 and PolyA inh inactive.
Screening Clc1ncccc1-c1nnn(-c2ccccc2Br)n1 returned AI-2 QS mod -3, GSK3A inh -1, HSF1 inh 4, HDAC3 inh 4, HSF-1 act 10, Platelet DG rel 4, Dyrk1A ADPGlo -2, GSK3B inh 3, HSP90 inh 8 and PolyA inh inactive.
For Cc1ccc(C(=O)CNc2ccc(Br)cc2)cc1 the results were AI-2 QS mod 20, GSK3A inh 1, HSF1 inh 16, HDAC3 inh -1, HSF-1 act 21, Platelet DG rel 2, Dyrk1A ADPGlo 2, GSK3B inh -2, HSP90 inh -4 and PolyA inh inactive.
For CC1=C(C(=O)Nc2ccccn2)C(c2ccc(Cl)cc2)NC(=S)N1 (centres undefined) the results were AI-2 QS mod 21, GSK3A inh -7, HSF1 inh 25, HDAC3 inh 3, HSF-1 act 64*, Platelet DG rel -2, Dyrk1A ADPGlo -3, GSK3B inh 0, HSP90 inh -6 and PolyA inh inactive.
COc1ccccc1CCNS(=O)(=O)c1ccc(C(=O)O)n1C was read as AI-2 QS mod 19, GSK3A inh -1, HSF1 inh -7, HDAC3 inh -4, HSF-1 act -2, Platelet DG rel 2, Dyrk1A ADPGlo 6, GSK3B inh -2, HSP90 inh 1 and PolyA inh inactive.
Screening CN(Cc1ccccc1)C1CCN(Cc2ccccc2[N+](=O)[O-])CC1 returned AI-2 QS mod -10, GSK3A inh 2, HSF1 inh -4, HDAC3 inh 1, HSF-1 act -2, Platelet DG rel 10, Dyrk1A ADPGlo 13, GSK3B inh 1, HSP90 inh 8 and PolyA inh inactive.
Screening Cc1cc(C)c(NC(=S)N(CCc2ccncc2)C(C)C)c(C)c1 returned AI-2 QS mod 5, GSK3A inh -2, HSF1 inh -9, HDAC3 inh 0, HSF-1 act -13, Platelet DG rel -3, Dyrk1A ADPGlo 15, GSK3B inh -1, HSP90 inh 1 and PolyA inh inactive.
Screening CCCCNC(=S)N/N=C/c1cccc(OCC)c1O returned AI-2 QS mod 14, GSK3A inh 1, HSF1 inh 52, HDAC3 inh 0, HSF-1 act 81*, Platelet DG rel 8, Dyrk1A ADPGlo -3, GSK3B inh -2, HSP90 inh -4 and PolyA inh inactive.
Screening CN(CC(=O)Nc1cccnc1)S(=O)(=O)c1cc(Cl)ccc1Cl returned AI-2 QS mod 16, GSK3A inh -5, HSF1 inh 2, HDAC3 inh -6, HSF-1 act 7, Platelet DG rel -1, Dyrk1A ADPGlo -16, GSK3B inh 3, HSP90 inh 0 and PolyA inh inactive.
For Cc1ccc2nc(NC(=O)CSc3nncc(=O)n3N)sc2c1 the results were AI-2 QS mod -67, GSK3A inh -2, HSF1 inh 6, HDAC3 inh -1, HSF-1 act 30, Platelet DG rel -21, Dyrk1A ADPGlo 15, GSK3B inh -2, HSP90 inh 3 and PolyA inh inactive.

Reprinted at random: 2 compounds from above.
Screening Clc1ncccc1-c1nnn(-c2ccccc2Br)n1 returned AI-2 QS mod -3, GSK3A inh -1, HSF1 inh 4, HDAC3 inh 4, HSF-1 act 10, Platelet DG rel 4, Dyrk1A ADPGlo -2, GSK3B inh 3, HSP90 inh 8 and PolyA inh inactive.
COc1ccccc1CCNS(=O)(=O)c1ccc(C(=O)O)n1C was read as AI-2 QS mod 19, GSK3A inh -1, HSF1 inh -7, HDAC3 inh -4, HSF-1 act -2, Platelet DG rel 2, Dyrk1A ADPGlo 6, GSK3B inh -2, HSP90 inh 1 and PolyA inh inactive.

Next section:
`O=Cc1cn(-c2ccccc2)nc1-c1ccccn1` gave AI-2 QS mod 1, GSK3A inh -1, HSF1 inh 6, HDAC3 inh -5, HSF-1 act 3, Platelet DG rel -4, Dyrk1A ADPGlo 4, GSK3B inh -2, HSP90 inh 2 and PolyA inh inactive.
Screening O=C(CSc1ccc2nnc(-c3cccnc3)n2n1)NCC1CCCO1 (centres undefined) returned AI-2 QS mod 4, HSF1 inh -2, HSF-1 act 3, Platelet DG rel -3, Dyrk1A ADPGlo -2, GSK3B inh -5, HSP90 inh -3 and PolyA inh inactive.
Screening CCCc1[nH]n(-c2ccc(F)cc2)c(=O)c1C=NCC1CCCO1 (centres undefined) returned AI-2 QS mod 10, GSK3A inh -4, HSF1 inh 4, HDAC3 inh 8, HSF-1 act 10, Platelet DG rel -12, Dyrk1A ADPGlo 11, GSK3B inh 4, HSP90 inh -1 and PolyA inh inactive.
Screening CC(=O)c1cccc(NC(=O)Nc2ccc(C(=O)N3CCOCC3)cc2)c1 returned AI-2 QS mod 3, GSK3A inh -1, HSF1 inh -13, HDAC3 inh -2, HSF-1 act -10, Platelet DG rel -3, Dyrk1A ADPGlo 26, GSK3B inh 0, HSP90 inh -3 and PolyA inh inactive.
For Cc1cc(OCCn2cncn2)ccc1[N+](=O)[O-] the results were AI-2 QS mod 25, GSK3A inh -1, HSF1 inh -4, HDAC3 inh 11, HSF-1 act 3, Platelet DG rel 5, Dyrk1A ADPGlo 2, GSK3B inh -1, HSP90 inh -3 and PolyA inh inactive.
Screening COc1cc(C#CC#CCN2CCCCC2)ccc1O returned AI-2 QS mod 3, GSK3A inh -2, HSF1 inh -2, HDAC3 inh 6, HSF-1 act 6, Platelet DG rel 4, Dyrk1A ADPGlo 5, GSK3B inh 3, HSP90 inh -3 and PolyA inh inactive.
CCOc1ccc(-c2[nH]nc3c2C(c2cccnc2)C(C#N)=C(N)O3)cc1 (centres undefined) was read as AI-2 QS mod 40, GSK3A inh 9, HSF1 inh 3, HDAC3 inh 8, HSF-1 act 9, Platelet DG rel -4, Dyrk1A ADPGlo 1, GSK3B inh -1, HSP90 inh 3 and PolyA inh inactive.
`N#C/C(=C\c1ccc(Sc2ccccc2)o1)c1nc2ccccc2[nH]1` gave AI-2 QS mod 12, GSK3A inh -1, HSF1 inh 35, HDAC3 inh -2, HSF-1 act 37, Platelet DG rel 9, Dyrk1A ADPGlo 0, GSK3B inh 2, HSP90 inh -8 and PolyA inh inactive.
For COC(=O)C1=C(C)N(C)C(C)=C(C(=O)OC)C1c1ccc(C(=O)OC)cc1 the results were AI-2 QS mod 27, GSK3A inh 1, HSF1 inh 12, HDAC3 inh 12, HSF-1 act 27, Platelet DG rel -12, Dyrk1A ADPGlo -7, GSK3B inh 0, HSP90 inh -4 and PolyA inh inactive.
`O=C(COC(=O)CCc1nc2ccccc2c(=O)[nH]1)NCc1ccc(F)cc1` gave AI-2 QS mod 20, GSK3A inh -2, HSF1 inh 5, HDAC3 inh -3, HSF-1 act -6, Platelet DG rel -18, Dyrk1A ADPGlo 0, GSK3B inh 3, HSP90 inh -2 and PolyA inh inactive.
CN(C)/C=N/c1ncn(-c2ncc(C(F)(F)F)cc2Cl)n1 was read as AI-2 QS mod 10, GSK3A inh 0, HSF1 inh 7, HDAC3 inh 0, HSF-1 act 27, Platelet DG rel 3, Dyrk1A ADPGlo 0, GSK3B inh 3, HSP90 inh 2 and PolyA inh inactive.
`CCCc1cc(=O)n2nc(N3CCC(C(=O)N4CCN(c5ccc(OC)cc5)CC4)CC3)sc2n1` gave AI-2 QS mod 6, GSK3A inh -1, HSF1 inh -6, HDAC3 inh 1, HSF-1 act 15, Platelet DG rel 0, Dyrk1A ADPGlo 6, GSK3B inh -1, HSP90 inh 5 and PolyA inh inactive.
Screening O=c1ccn(Cc2ccccc2)cc1 returned AI-2 QS mod -2, GSK3A inh -1, HSF1 inh 0, HDAC3 inh -5, HSF-1 act 0, Platelet DG rel -7, Dyrk1A ADPGlo -2, GSK3B inh -14 and PolyA inh inactive.
For COc1cc(NC(=O)CN(C)CCOc2ccccc2)c(C)cc1[N+](=O)[O-] the results were AI-2 QS mod 3, GSK3A inh 0, HSF1 inh -3, HDAC3 inh 12, HSF-1 act -3, Platelet DG rel 4, Dyrk1A ADPGlo 3, GSK3B inh 4, HSP90 inh -3 and PolyA inh inactive.
COc1ccc(CCN(Cc2cc3cc(C)ccc3[nH]c2=O)C(C)=O)cc1OC was read as AI-2 QS mod 24, GSK3A inh -2, HSF1 inh -5, HDAC3 inh -1, HSF-1 act -2, Platelet DG rel 1, Dyrk1A ADPGlo -4, GSK3B inh 1, HSP90 inh 0 and PolyA inh inactive.
Screening Cc1ccc(N2C(=O)CC3(CC4C=CC3C4)C2=O)cc1 (centres undefined) returned AI-2 QS mod 6, GSK3A inh -1, HSF1 inh 7, HDAC3 inh 0, HSF-1 act 6, Platelet DG rel -2, Dyrk1A ADPGlo -9, GSK3B inh -1, HSP90 inh -2 and PolyA inh inactive.
COc1ccc(S(=O)(=O)N2C3CCC2CC(NC(=O)NC2CCCCC2)C3)cc1 (centres undefined) was read as AI-2 QS mod 9, GSK3A inh -1, HSF1 inh 4, HDAC3 inh 2, HSF-1 act 11, Platelet DG rel 0, Dyrk1A ADPGlo 2, GSK3B inh 1, HSP90 inh -2 and PolyA inh inactive.
Screening N#Cc1ccccc1NC(=O)COC(=O)c1ccc(S(=O)(=O)N2CCCC2)cc1 returned AI-2 QS mod -24, GSK3A inh 0, HSF1 inh -2, HDAC3 inh -1, HSF-1 act -1, Platelet DG rel 5, Dyrk1A ADPGlo -3, GSK3B inh 0, HSP90 inh 2 and PolyA inh inactive.
For Cc1cccc(/C=N/NC(=O)c2cccc(Cl)c2)n1 the results were AI-2 QS mod -6, GSK3A inh 4, HSF1 inh 18, HDAC3 inh 5, HSF-1 act 32, Platelet DG rel -5, Dyrk1A ADPGlo 14, GSK3B inh -1, HSP90 inh -2 and PolyA inh inactive.
`O=C(NC1CCCC1)c1cccc(Cl)c1` gave AI-2 QS mod 39, GSK3A inh -3, HSF1 inh -1, HDAC3 inh -4, HSF-1 act -1, Platelet DG rel 4, Dyrk1A ADPGlo -3, GSK3B inh -4, HSP90 inh -2 and PolyA inh inactive.
